Glyco luc inh – increase of ERlucT glycosylation luciferase signal, primary screen, N-linked glycosylation inhibitor project, D54 ERlucT cells, luminescence, set 2 | D54 ERlucT glycosylation luciferase reporter, 24 h; percent of 100 nM tunicamycin response | reporter increase, % at 12.5 µM | hit rate 0.23% among 360,000 | AID 588692, 2011;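 active = mean luciferase reporter signal, scaled so untreated is 0 and the glycosylation-blocking control 100, at or above a set limit in every replicate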;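 also: luciferase carries N-glycosylation sites so blocking glycosylation raises the light; 0% = median of neutral control wells and 100% = median of 100 nM tunicamycin wells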
ABCB6 inh 2 – ABCB6 transporter inhibitors, primary screen, K562-ABCB6 cells, flow cytometry, MLPCN library. fluorescence ratio to DMSO, % at 10 µM. K562-ABCB6 porphyrin accumulation, 1 h; stronger effect = lower value. hit rate 0.19% among 360,000. ATP-binding cassette sub-family B member 6 (Homo sapiens), Q9NP58. AID 602162, 2011;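 active = fluorescence ratio to DMSO below 75%, the collection mean minus 3 SD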;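 also: signal is porphyrin accumulated inside mitochondria; 100% equals median channel fluorescence of DMSO control wells; lower ratio means ABCB6 inhibition with less porphyrin fluorescence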
aDG glyco up – activators of alpha-DG glycosylation, primary screen, uHTS, Pro5-aDG cells, AlphaScreen. alpha-DG glycosylation AlphaScreen (IIH6); 0% Pro5, 100% B10-LARGE cell signal. activation, % at 10 µM. hit rate 0.22% among 360,000. AID 624168, 2012;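 active = activation of at least 8% versus controls, or a plate z-score of at least 8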;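 also: Pro5 are CHO cells carrying HIG-tagged alpha-DG that lacks glycosylation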
ABHD5 PLIN5 PPI – ABHD5-PLIN5 interaction inhibitors, primary screen, cell lysate, split luciferase complementation, luminescence | Split G. princeps luciferase complementation, 4 h | AID 602281, 2012 | hit rate 0.78% among 360,000 | inhibition, % at 4 µM;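 active = inhibition above the mean inhibition across every tested compound plus 3 SD, cut at about 22% in these data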;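 also: 0% = DMSO only wells and the 100% control is not disclosed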
MC4R antagonist – MC4R antagonists of cAMP signaling, primary screen, cell-based, TR-FRET, antagonist arm of biased-ligand search; Melanocortin receptor 4 (Homo sapiens), P32245; inhibition, % at 6.5 µM; MC4R-expressing cells, MTII-stimulated cAMP, LANCE TR-FRET; hit rate 0.48% among 360,000; AID 540295, 2011;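 active = inhibition above its plate's cutoff, the mean of tested wells on that plate plus 3 SD, cut at about 29% in these data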;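 also: 0% = Melanotan II alone and 100% = Melanotan II plus saturating MCL0020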
Target sequence (P32245 whole entry, looked up): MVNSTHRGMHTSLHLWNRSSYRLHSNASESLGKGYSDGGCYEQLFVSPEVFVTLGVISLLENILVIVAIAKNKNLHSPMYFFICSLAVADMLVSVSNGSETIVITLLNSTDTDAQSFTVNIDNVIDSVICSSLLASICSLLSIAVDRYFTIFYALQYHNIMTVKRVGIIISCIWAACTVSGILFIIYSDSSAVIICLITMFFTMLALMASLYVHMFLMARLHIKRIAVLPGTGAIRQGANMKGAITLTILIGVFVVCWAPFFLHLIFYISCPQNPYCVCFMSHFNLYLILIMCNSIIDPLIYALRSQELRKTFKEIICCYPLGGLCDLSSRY
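system = U2OS cells with stable human MC4R expression | also added = Melanotan II challenge after compound preincubation | dosing = one concentration, 6.5 µM nominal | incubation = compound 30 min, challenge 1 h, detection 1 h | measured by = TR-FRET with Eu-cAMP and labeled anti-cAMP, 671 nm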
MC4R ag barr – MC4R agonists recruiting beta-arrestin, primary screen, cell-based, luminescence, agonist arm of biased-ligand search; activation, % at 8.9 µM; Melanocortin receptor 4 (Homo sapiens), P32245; hit rate 0.98% among 360,000; AID 540308, 2011; U2OS MC4R beta-arrestin complementation; percent of melanotan II response, DMSO zero;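 active = activation above a per-plate cutoff, the mean activation of sample wells on that plate plus 3 SD, cut at about 8% in these data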
Vif imaging – HIV Vif self-association inhibitors, primary screen, imaging, HEK293T, single point | inhibition, % at 7.49 µM | HEK293T cells, Vif self-association by quenched fluorescence, 24 h | AID 602346, 2012 | hit rate 0.35% among 340,000; in the data active = inhibition above about 50%, passing the limit was not always enough; also: some results filed as inactive read as strong as hits
Exocytosis inh – LAMP-1 surface exposure blockers, TALL-104 cells – cell-based, flow cytometry, MLPCN library, primary screen. TALL-104 LAMP-1 surface exposure; cells stimulated with thapsigargin and PMA. inhibition, % at 10 µM. hit rate 0.66% among 360,000. AID 651702, 2012;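 active = inhibition above about 55%, limit read from the data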
TLR9-MyD88 inh – inhibitors of TLR9-MyD88 association in cells, primary screen, cell-based, CHO, BLA complementation, fluorescence. Toll-like receptor 9 (Homo sapiens) + Myeloid differentiation primary response protein …. CCF4 FRET ratio. inhibition, % at 4.98 µM. hit rate 0.21% among 340,000. AID 504734, 2011;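 active = inhibition above the mean over all tested compounds plus 3 SD, cut at about 21% in these data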;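 also: 0% = DMSO only wells and 100% = clavulanate BLA inhibitor control wells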
NOD2-RIPK2 inh – NOD2-RIPK2 binding disruptors in cells, primary screen, fluorescence, CHO cells, BLA complementation. inhibition, % at 4.98 µM. CCF4 ratio. hit rate 0.38% among 360,000. Receptor-interacting serine/threonine-protein kinase 2 (Homo sapiens), O43353; in the data active = inhibition above about 21%;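 also: 0% = vehicle only and 100% = reference blocker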
Target sequence (O43353 whole entry, looked up): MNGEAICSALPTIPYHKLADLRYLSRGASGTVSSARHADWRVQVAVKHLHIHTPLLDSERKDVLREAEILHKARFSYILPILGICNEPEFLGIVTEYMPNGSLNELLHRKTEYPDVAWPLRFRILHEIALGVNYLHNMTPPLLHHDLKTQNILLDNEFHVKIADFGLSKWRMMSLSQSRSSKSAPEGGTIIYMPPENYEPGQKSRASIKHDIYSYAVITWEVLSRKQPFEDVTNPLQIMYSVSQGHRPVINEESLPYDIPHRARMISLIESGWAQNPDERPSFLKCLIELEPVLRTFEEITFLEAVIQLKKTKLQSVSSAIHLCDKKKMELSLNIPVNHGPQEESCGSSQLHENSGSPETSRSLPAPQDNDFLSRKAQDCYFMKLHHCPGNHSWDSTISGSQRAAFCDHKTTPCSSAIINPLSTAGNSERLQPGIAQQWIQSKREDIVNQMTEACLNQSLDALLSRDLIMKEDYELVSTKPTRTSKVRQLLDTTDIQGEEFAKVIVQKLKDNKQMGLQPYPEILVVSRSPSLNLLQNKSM
* marks the source's active call; other numbers are inactive results; x = no result given. An excerpt. The share of hits here may be higher or lower than overall.

compound,Glyco luc inh,ABCB6 inh 2,aDG glyco up,ABHD5 PLIN5 PPI,MC4R antagonist,MC4R ag barr,Vif imaging,Exocytosis inh,TLR9-MyD88 inh,NOD2-RIPK2 inh
COc1ccc(CN2C=C3C(=O)C(C)(OC(=O)CCc4ccccc4)C(=O)C=C3C=C2c2ccc(C#N)cc2)cc1 (configuration not stated),0,104,0.2,-12,8,-0.3,0,1,-4,-3
COCCNC(=O)c1onc(CSc2cc(C)cc(C)c2)c1C(=O)NCCOC,-1,99,0.1,11,1,0.6,11,-7,5,8
O=C(C[n+]1ccccc1)Nc1cc(C(F)(F)F)ccc1Cl,2,100,-0.1,0,6,-2.5,5,-2,5,-6
Cc1c(C(=O)Nc2ccc(Cc3ccncc3)cc2)cccc1[N+](=O)[O-],-2,95,1.4,5,15,0.2,-1,0,-12,2
CCOC(=O)N1CCN(S(=O)(=O)N2CCCC(C(=O)NCc3ccc(C)cc3)C2)CC1 (configuration not stated),0,103,0.2,3,7,0.1,0,-1,2,-1
O=C(NNC(=O)c1sccc1-n1cccc1)Nc1ccccc1,3,93,-0.5,-8,12,-2.1,26,2,2,2
CN(CC(=O)Nc1cccc(F)c1)C(=O)c1ccc2c(c1)NC(=O)CS2,-4,97,0.1,3,7,0.0,-2,-4,-3,-2
COc1ccc(CCNC(=O)COC(=O)Cc2cccc3ccccc23)cc1,0,106,-0.3,-3,5,-3.1,-3,0,-8,-13
N/C(=N\OC(=O)c1cccc2ccccc12)c1cccc([N+](=O)[O-])c1,2,96,0.4,5,-1,2.3,-1,-6,-1,-15
C=CCn1c(SCC(=O)Nc2ccc(N3CCOCC3)cc2)nnc1-c1ccncc1,2,99,0.1,-7,7,-0.9,-1,-8,2,9
CN(CC(=O)Nc1cccc(F)c1)CC(=O)Nc1cccc2ccccc12,1,98,-0.3,17,-1,0.4,-3,11,3,0
COc1ccc(NC(=O)N(CCCN2CCOCC2)Cc2cccnc2)c(OC)c1,0,99,0.1,-6,15,0.8,5,2,-6,8
CC(Sc1ccc(Cl)cc1)C(=O)NNC(=O)c1ccccc1O (configuration not stated),-4,95,0.8,-7,4,-4.4,-5,-1,-6,7
CCOC(=O)NC1(C(F)(F)F)NC(=O)N(C2CCCCC2)C1=O (configuration not stated),-2,94,-0.2,-7,7,-1.0,-4,6,-1,4
O=S(=O)(NCC(c1cccnc1)N1CCN(Cc2ccccc2)CC1)c1ccc(Cl)cc1 (configuration not stated),-1,100,-0.3,-6,8,-2.0,-5,-4,-3,5
Cc1ccc(/C=N/c2sc(Cc3ccccc3)c(C)c2C(N)=O)o1,4,101,0.0,-4,3,-1.8,-5,-11,9,-2
COc1ccc(C(C(=O)NC(C)(C)C)N(CCc2ccccc2)C(=O)CCC(=O)Nc2cc(C)on2)cc1 (configuration not stated),-1,96,0.4,1,2,0.9,-9,21,-1,-14
Cc1ccc(C)c(N2CCN(C(=O)c3cc4ccccc4oc3=O)CC2)c1,0,96,0.1,0,7,-0.6,0,11,11,-2
CC(=O)Nc1cccc(/C(C)=N/NC(=S)NC(C)C)c1,1,96,1.2,0,1,2.0,12,0,-2,-2
COc1cc(CC(=O)OCC(=O)NC2CCCCCC2)cc(OC)c1OC,0,96,0.1,-7,-4,-2.8,18,-8,1,-5
Cc1nnc(-n2ncc(C#N)c2N)c2nn(-c3cccc(Cl)c3)c(C)c12,10,100,-0.1,0,4,-2.2,-15,-3,3,3
CC1CN=C(N(C(=O)Nc2ccccc2)c2ccc(S(=O)(=O)N3CCOCC3)cc2)S1 (configuration not stated),-3,92,0.1,-2,2,-0.5,-21,-1,-5,-9
O=C1c2oc3ccc(F)cc3c(=O)c2C(c2cccc(O)c2)N1CCCN1CCOCC1 (configuration not stated),-4,100,0.3,4,2,1.4,7,-1,-5,-16
c1ccc(CN2CCOCC2)cc1,3,96,-0.1,-8,-1,1.9,x,-3,-2,-2
O=C(CSc1nnc(-c2ccc(Cl)cc2)o1)NNC(=O)c1ccncc1,0,99,-0.1,1,6,0.7,-11,-14,-3,-16
CC(=O)c1cccc(NC(=O)/C(=C\c2cccnc2)NC(=O)c2ccccc2)c1,4,96,0.0,2,14,-2.7,-7,-6,19,-2
COc1ccc(Cl)cc1S(=O)(=O)NC(C)C(=O)NCCCn1ccnc1 (configuration not stated),-1,98,-0.1,11,-1,-0.8,-1,3,16,7
COc1ccc(Cc2n[nH]c(=S)n2-c2ccc3c(c2)OCCO3)cc1,0,99,0.0,-3,15,-4.0,-3,23,-4,10
COc1ccc(Nc2nc3ccccc3nc2NS(=O)(=O)c2cccs2)cc1,1,101,0.1,1,-1,-1.4,-18,-2,-6,3
O=C(NCC1CCCO1)C1CC(=O)N(C2CCCCCC2)C1 (configuration not stated),0,92,0.0,4,4,-0.9,30,-2,2,4
COc1ccc(-c2nnc(-c3ccccc3)o2)cc1OC,-2,99,-0.1,5,22,0.9,0,-2,-5,8
CCc1nnc(NC(=O)CSc2nnc(-c3ccccc3O)n2CC)s1,0,81,-0.2,3,-1,-2.0,3,1,-3,2
COC(CN1C(=O)C(O)=C(C(C)=O)C1c1ccccn1)OC (configuration not stated),2,86,0.1,1,15,-1.2,-1,-1,-11,18
CCSc1nnc(-c2ccc(S(=O)(=O)NCc3cccs3)cc2)o1,0,91,0.1,-10,2,1.8,-9,5,-4,-6
CCOC(=O)CNC(=O)CSc1ccc2nnc(-c3cccnc3)n2n1,2,98,-0.1,-9,-4,-0.4,3,4,1,3
COc1ccc(C(=O)/C(C#N)=N/Nc2ccc([N+](=O)[O-])cc2)cc1,8,101,-0.2,4,-9,-4.3,0,8,3,4
Cc1ccccc1-c1ccc(=O)n(CC(=O)Nc2ccc(N3CCOCC3)cc2)n1,-3,92,0.2,-7,3,-0.3,19,-4,1,2
COC(=O)N/N=C/c1ccc(OCCSc2ccc(Cl)cc2)c(OC)c1,-1,96,0.0,5,5,0.2,-13,-5,1,-6
O=C(c1cccc(Cl)c1)N1CCC(=O)N(C(COCc2cccc(Cl)c2)Cc2ccccc2)CC1 (configuration not stated),-1,93,1.3,6,6,4.0,-7,8,-9,-6
COc1ccc(OCC(=O)Nc2c(C(=O)N(CCN(C)C)Cc3ccco3)oc3ccccc23)cc1,-7,93,-0.5,-1,1,-2.5,6,4,3,-19
O=C(O)CC(SCC(=O)Nc1ccc(Br)cc1)C(=O)O (configuration not stated),2,96,0.1,0,5,0.8,0,3,-3,-10
CC(=O)Nc1ccc(C2=NN(Cc3nnc(-c4ccccc4)o3)C(=O)SC2)cc1,-1,100,-0.5,0,14,-0.1,-2,6,-4,-2
CCCCn1c(N)c(N(CCOC)C(=O)c2cc(C)oc2C)c(=O)[nH]c1=O,1,99,-0.1,4,5,-1.1,2,0,-2,0
COc1cc(C(=O)Oc2ccccc2/C=N/NC(=O)c2ccc(C)cc2)cc(OC)c1OC,-10,116,1.0,-4,10,-2.4,-5,-2,-11,-12
CCOCCCNC(=O)c1ccccc1SCC,2,99,0.0,8,4,-2.2,-6,-6,-4,-5
Cc1ccc(SC[C@H](C)CN2CC[C@H](C(C)(C)C)CCC2=O)cc1,-1,97,-0.1,0,3,3.2,-5,-6,-3,-4
COc1cc(NC(=O)CCc2c(C)nn(-c3ccc(N4CCOCC4)nn3)c2C)cc(OC)c1OC,2,95,-0.3,-1,-2,-0.2,6,-2,-16,4
CCCCOC(=O)c1ccc(NC(=O)COC(=O)c2ccc3ncsc3c2)cc1,-4,101,0.1,0,3,1.8,-1,4,3,-9
N#Cc1c(NC(=O)C2CCCO2)sc2c1CCCCC2 (configuration not stated),-7,100,-0.7,2,8,-4.3,-14,2,-6,1
Cn1c(=O)n(C)c2cc(CN3C(=O)OC(C)(C)C3(C)O)ccc21 (configuration not stated),3,98,0.5,4,5,-0.2,10,6,2,-1
CCOC(=O)c1cn[nH]c1NC(=S)Nc1ccccc1,-8,93,0.5,-11,10,0.2,-1,-10,5,11
Fc1ccccc1COc1ccccc1/C=N/Nc1nc(N2CCCC2)nc(N2CCCC2)n1,-1,96,0.2,-2,12,-1.6,2,-3,-1,-8
COc1ccc2c(CC(=O)Nc3nnc(C4CC4)s3)coc2c1,2,110,0.1,-2,9,1.6,x,-3,7,-7
Cc1cc(Cl)ccc1C(O)c1ncc(-c2ccc3ccccc3c2)[nH]1 (configuration not stated),1,94,-0.2,-11,8,3.4,3,-2,x,2
NC(=O)SC/C(=N\S(=O)(=O)c1ccccc1)Nc1ccccc1,2,95,-0.2,-2,-2,0.6,-7,0,-11,-87
CCN1CCN(c2nc(N)c([N+](=O)[O-])c(Nc3ccc(C)c(C)c3)n2)CC1,4,96,2.2,1,12,4.3,-3,7,-12,-4
c1cc(-c2nnc(-c3ccncc3)o2)ccn1,1,102,-0.1,0,5,-2.8,5,-3,2,-7
Cc1ccccc1NC(=O)Cn1nnc2sc3c(c2c1=O)CC(C)(C)OC3,0,95,0.0,-5,14,-1.4,7,-3,6,1
Cc1nc2sccn2c(=O)c1S(=O)(=O)N1CCN(c2cccc(C(F)(F)F)c2)CC1,-1,100,0.2,-4,1,-0.3,-5,0,-3,14
O=C(COc1ccccc1[N+](=O)[O-])N1CCN(C(=O)c2ccco2)CC1,1,100,-0.3,1,2,-1.6,-6,1,-14,11
O=C(NCc1ccc(F)cc1)c1ccncc1,-1,97,0.0,3,-2,-0.2,2,-3,-4,7
CCOC(=O)N1CCN(C(=O)CSc2nnc3[nH]c(=O)c(C)c(C)n23)CC1,0,99,-0.3,8,15,-4.0,-4,-4,2,3
O=C(O)c1cc([N+](=O)[O-])ccc1N1CCC(Cc2ccccc2)CC1,1,103,-0.1,-5,4,-0.1,4,1,-4,0

Screening data deposited in PubChem BioAssay by several laboratories.
